Screens: PubChem BioAssay, several laboratories
PABP1 MLLE inh: inhibitors of PABP1 MLLE–PAM2 peptide binding, primary screen, biochemical, fluorescence polarization, FITC-PAM2, GST-MLLE. inhibition, % at 20 µM. 360,000 compounds, 0.36% hits; in the data active means inhibition above about 35%, passing the limit was not always enough;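 further: plate controls were DMSO wells with GST-MLLE for no effect and wells lacking GST-MLLE protein for full effect; some results filed as inactive read as strong as hits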
SKN-1 inh: suppressors of acrylamide-induced Pgst-4::GFP reporter in worms, primary screen, SKN-1 inhibitor project, whole organism, uHTS, GFP/RFP fluorescence ratio, strain VP596. C. elegans VP596 Pgst-4::GFP/RFP ratio, 24 h. inhibition, % at 21.8 µM. 360,000 compounds, 0.49% hits. AID 624304, 2012;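 active means interference check ratio from 0.5 to 1.5 plus GFP to RFP signal ratio inhibition reaching or exceeding a fixed threshold, cut at about 30% in these data, passing the limit was not always enough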; further: some compounds called inactive have numbers as strong as hits
Neddyl block: inhibitors of cullin neddylation, primary screen, biochemical, TR-FRET, uHTS, NAE and Ubc12; AID 651699, 2012; NEDD8-conjugating enzyme Ubc12 (Homo sapiens) + NEDD8-activating enzyme E1 regulatory …; calls only at 25 µM; 360,000 compounds, 0.58% hits; in the data active means inhibition above about 36%
Target sequence (P61081 whole entry, looked up): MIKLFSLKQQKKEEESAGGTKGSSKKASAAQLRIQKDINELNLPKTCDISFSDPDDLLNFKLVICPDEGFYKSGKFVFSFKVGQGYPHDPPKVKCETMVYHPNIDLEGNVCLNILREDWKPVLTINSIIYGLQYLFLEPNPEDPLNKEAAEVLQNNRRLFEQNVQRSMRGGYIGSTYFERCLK
Target sequence (Q13564 whole entry, looked up): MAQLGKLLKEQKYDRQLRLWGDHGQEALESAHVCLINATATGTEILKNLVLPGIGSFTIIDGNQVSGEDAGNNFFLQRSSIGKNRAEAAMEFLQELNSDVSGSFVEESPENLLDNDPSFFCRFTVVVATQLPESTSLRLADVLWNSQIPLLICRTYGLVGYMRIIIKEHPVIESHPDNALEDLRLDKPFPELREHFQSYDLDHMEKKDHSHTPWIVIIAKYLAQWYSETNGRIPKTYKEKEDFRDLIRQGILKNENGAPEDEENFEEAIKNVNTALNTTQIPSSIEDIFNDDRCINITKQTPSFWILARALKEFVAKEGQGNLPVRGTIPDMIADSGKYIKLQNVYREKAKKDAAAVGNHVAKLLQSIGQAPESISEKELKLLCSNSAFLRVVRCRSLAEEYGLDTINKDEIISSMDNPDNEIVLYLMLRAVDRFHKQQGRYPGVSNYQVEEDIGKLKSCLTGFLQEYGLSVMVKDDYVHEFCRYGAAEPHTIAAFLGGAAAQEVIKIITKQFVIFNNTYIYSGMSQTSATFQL
MT1-MMP act inh: blockers of MT1-MMP proenzyme processing, primary screen, HT1080 RFP-PRO-GFP cells, GFP/RFP fluorescence; Matrix metalloproteinase-14 (Homo sapiens), P50281; 360,000 compounds, 0.061% hits; GFP/RFP ratio fluorescence, overnight; percent of plate control window, DMSO zero; GFP/RFP ratio change, % at 20 µM;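 active means GFP/RFP ratio change of at least 30% with cell ATP level not reduced by more than half and red fluorescence within 50% of control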; further: strong numbers were not always called active
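Assay system: RFP-PRO-GFP reporter HT1080 cells; read-out basis: GFP/RFP fluorescence ratio; benchmarks: DMSO wells and RFP-L50D-GFP cells; doses: 20 µM single dose, 1% DMSO; schedule: overnight cell settling, then overnight compound exposure, 37 °C, 5% CO2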
NadD block: inhibitors of S. aureus NadD, primary screen, biochemical, colorimetric, uHTS; Nicotinate-nucleotide adenylyltransferase NadD (Staphylococcus aureus N315); purified NadD enzyme, colorimetric absorbance read-out; inhibition, % at 20 µM; 360,000 compounds, 0.78% hits; AID 602399, 2012; in the data active means inhibition above about 26%; further: some compounds past the cut are filed as inactive
FAS TE block: FAS thioesterase domain inhibitors, primary screen, biochemical, fluorescence intensity, uHTS. recombinant FAS-TE, OMFH fluorogenic substrate, fluorescence endpoint. inhibition, % at 15 µM. 360,000 compounds, 0.67% hits;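 active means compounds whose normalised, plate-corrected inhibition of enzyme fluorescence in the single-dose primary screen is 50% or more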;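 further: 0% = DMSO with enzyme and 100% = substrate without enzyme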
Rin1-Abl PPI inh: inhibitors of Rin1-Abl protein binding, primary screen, biochemical, TR-FRET. inhibition, % at 7.35 µM. AID 588664, 2011. Tyrosine-protein kinase ABL1 (Homo sapiens) + Ras and Rab interactor 1 (Homo sapiens), …. 360,000 compounds, 0.4% hits; in the data active means inhibition above about 5%, passing the limit was not always enough
CSN inh: inhibitors of CSN-mediated cullin deneddylation, primary screen, biochemical, fluorescence polarization, uHTS. COP9 signalosome complex subunit 5 (Homo sapiens), Q92905. Purified CSN, SCF-Nedd8-OG deneddylation. inhibition, % at 12.5 µM. 360,000 compounds, 0.38% hits;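 active means pattern-corrected inhibition above about 35%, with an unprinted fluorescence ratio check between 0.5 and 1.5, limit read from the data, passing the limit was not always enough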;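 further: 0% = enzyme with substrate and 100% = substrate without enzyme; some results filed as inactive read as strong as hits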
Target sequence (Q92905 whole entry, looked up, one chain of several): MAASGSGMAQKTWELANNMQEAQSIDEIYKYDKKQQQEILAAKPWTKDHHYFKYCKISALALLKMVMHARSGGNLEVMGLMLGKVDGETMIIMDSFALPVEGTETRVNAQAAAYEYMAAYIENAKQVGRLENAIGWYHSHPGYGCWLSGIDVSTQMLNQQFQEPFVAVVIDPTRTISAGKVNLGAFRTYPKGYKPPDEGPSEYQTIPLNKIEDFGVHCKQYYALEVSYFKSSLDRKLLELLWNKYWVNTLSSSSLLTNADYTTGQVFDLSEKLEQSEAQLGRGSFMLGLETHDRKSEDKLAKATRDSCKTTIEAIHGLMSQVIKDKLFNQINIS
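Detection – fluorescence polarization · System – HEK293T-derived human Csn5 enzyme · Controls – substrate-only high control, full reaction low control · Timing – 90 min, room temperature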
Rpn11 block: Rpn11 (PSMD14) deubiquitinase inhibitors, primary screen, biochemical, fluorescence polarization, uHTS; human 26S proteasome, Ub4-pepOG fluorescence polarization; 20S core pre-blocked with epoxomicin; AID 588493, 2011; 26S proteasome non-ATPase regulatory subunit 14 (Homo sapiens), O00487; calls only at 20 µM; 360,000 compounds, 0.59% hits;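 active means inhibition at 20 µM, scaled to each plate's controls, above about 33%, limit read from the data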
* = called active by the depositor; i = inactive; . = no result given; + = active, no number; & = joins results of further samples.

smiles	NadD block	PABP1 MLLE inh	Rin1-Abl PPI inh	FAS TE block	Neddyl block	Rpn11 block	MT1-MMP act inh	CSN inh	SKN-1 inh
COC(=O)C1CN(C(=O)C(C)Oc2ccccc2F)c2ccccc2O1 (stereo not given)	-0.9	5.9	1.7	-1.3	i	i	-3.0	2.8	7.1
CCOCCCn1c(C)nc2c(c1=O)c1nc3ccccc3nc1n2CCC1=CCCCC1	3.3	-12.7	-5.4	10.0	+	i	-16.4	-1.3	-3.1
Cc1c(C)n(C)c2ccc(C(=O)N3CCN(c4ccccn4)CC3)cc12	0.6	-19.8	1.2	-1.2	i	i	3.5	2.2	-9.2
CCN(CC)C(=O)c1sc(NC(=S)N2CCN(C(=O)C3CCCO3)CC2)c(C(=O)OC)c1C (stereo not given)	-4.0	-15.9	0.7	-1.7	i	i	-0.7	-2.3	3.9
O=C(c1cccnc1)N1CCCc2ccccc21	0.0	13.3	1.4	-4.1	i	i	-0.8	6.7	-7.1
O=C(c1ccc(Cl)cc1)C(CN1CCCCC1)c1ccccc1 (stereo not given)	-3.8	7.2	-0.6	-3.1	i	i	-1.7	4.3	3.4
Cc1cccc(-n2c(O)c(C=Nc3ccc(O)cc3)c3ccccc3c2=O)n1	2.1	-12.4	-7.5	-3.6	i	i	-3.3	-1.2	2.2
Cc1c(C(=O)N2CCCC2(C)C(=O)NCC(C)C)oc2ccccc12 (stereo not given)	-3.4	2.9	-0.6	-6.8	i	i	6.2	-5.8	3.5
Cc1ccc(-c2cc(C(=O)N3CCN(c4ccccc4O)CC3)c3ccccc3n2)o1	6.4	1.3	0.7	5.3	.	i	3.1	0.8	13.6
COc1ccc(C)cc1S(=O)(=O)N(C)CC(=O)NCc1ccco1	2.1	10.1	0.0	-6.3	i	i	0.2	0.0	-1.7

Continued:
smiles	NadD block	PABP1 MLLE inh	Rin1-Abl PPI inh	FAS TE block	Neddyl block	Rpn11 block	MT1-MMP act inh	CSN inh	SKN-1 inh
C=C(C)c1cccc(C(C)(C)NC(=O)NCc2ccncc2)c1	-3.1	-19.9	1.2	-0.4	i	i	3.8	3.3	-0.5
Cc1[nH]c2ccccc2c1CCNS(=O)(=O)c1ccc(S(N)(=O)=O)cc1	-5.6	14.9	1.9	1.1	i	i	-6.0	0.4	8.5
CCOC(=O)c1ccc(-c2ccc(C=O)o2)cc1	-4.1	12.2	-0.2	-14.7	i	i	2.9	1.9	-7.9
CCNC(=O)CC1SC(=Nc2cccc3ccccc23)N(C)C1=O (stereo not given)	1.6	5.1	1.8	-6.5	i	i	-3.1	4.2	11.2
COC(=O)[C@H](CCSC)NC(=O)Nc1ccc(C)c(C)c1	2.2	3.7	-3.2	-9.7	i	i	-5.9	0.1	-11.7
O=C(C1=C(O)C(=O)N(Cc2ccco2)C1c1cccc(O)c1)c1ccco1 (stereo not given)	5.0	-11.3	-0.4	-4.4	i	i	1.6	4.2	33.5
COc1ccc(S(=O)(=O)Nc2nccs2)cc1OC	-3.3	-7.0	-0.3	-2.0	i	i	-2.2	-6.1	0.1
S=c1[nH]nc(-c2ccccc2)n1CC1CCCO1 (stereo not given)	-0.3	1.5	1.6	-6.8	i	i	-1.3	-1.8	-25.5
CCC(SC1=N/C(=C/c2ccccc2OC)C(=O)N1c1ccccc1)C(=O)Nc1cc(C)on1 (stereo not given)	6.7	21.0	0.4	4.7	i	i	-14.7	-5.5	14.4
COc1ccc(CCN2CC(C(=O)N(C)CCOc3ccccc3)CCC2=O)cc1 (stereo not given)	-1.8	-7.4	0.9	-5.4	i	i	1.0	0.9	10.1

New compounds follow.
smiles	NadD block	PABP1 MLLE inh	Rin1-Abl PPI inh	FAS TE block	Neddyl block	Rpn11 block	MT1-MMP act inh	CSN inh	SKN-1 inh
CN(C(=O)COC(=O)c1ccccc1NCCO)C1CCS(=O)(=O)C1 (stereo not given)	0.1	-1.3	5.1	-10.1	.	i	5.0	-11.3	-7.0
COc1ccc(S(=O)(=O)N(C)C[C@H]2Oc3c(NC(=O)Nc4ccc(C(F)(F)F)cc4)cccc3C(=O)N([C@H](C)CO)C[C@@H]2C)cc1	-13.7	2.5	1.1	61.4*	i	i	-4.4	1.9	-8.3
Cc1cc(/C=N/O)c(C)n1-c1ccc(Br)cc1	2.8	-10.6	0.6	-2.0	i	i	-5.4	-4.0	15.0
COc1ccc(CC(=O)Nc2cccnc2)cc1	-2.9	10.3	-3.1	-2.2	i	i	5.0	0.0	2.0
Cc1nc(SCc2ccccc2)c2ccsc2n1	-2.6	-1.5	-5.6	16.8	i	i	1.5	-4.9	5.1
COc1ccc(OC)c(NC(=O)Nc2nnc([C@@H]3O[C@H](CO)[C@@H](O)[C@H]3O)s2)c1	3.1	-4.5	-2.7	-10.1	i	i	6.7	0.0	2.2
CCOC(=O)c1c(NC(=O)COC(=O)/C=C/c2ccco2)sc2c1CC(C)(C)NC2(C)C	-5.3	-20.9	-2.5	5.6	i	i	0.6	10.8	-5.7
CC(NC(=O)CCCC1CCCCC1)c1ccc(S(N)(=O)=O)cc1 (stereo not given)	-12.2	8.3	0.4	5.5	i	i	2.0	0.0	-1.4
Cc1ccccc1OCC(=O)NCC(=O)OCC(=O)c1ccc2ccccc2c1	-4.8	7.6	-3.2	12.2	i	i	4.6	2.8	2.5
CCOC(=O)C1=C(C)NC(C)=C(C(=O)OCC)C1c1ccc([N+](=O)[O-])s1	-12.2&-7.4	-16.7&-3.9	-8.7&-2.6	-3.5&-11.9	i	i	-1.2&0.2	3.7&-0.3	17.3&6.2

Quoted from the listing:
Result of COc1ccc(CC(=O)Nc2cccnc2)cc1 in FAS TE block: -2.2
Result of CCOC(=O)C1=C(C)NC(C)=C(C(=O)OCC)C1c1ccc([N+](=O)[O-])s1 in PABP1 MLLE inh: -16.7&-3.9

Carrying on:
smiles	NadD block	PABP1 MLLE inh	Rin1-Abl PPI inh	FAS TE block	Neddyl block	Rpn11 block	MT1-MMP act inh	CSN inh	SKN-1 inh
CN(C)CC(=O)Nc1nc(-c2ccccc2)cs1	-3.1	2.2	0.4	-2.6	i	i	-0.5	-0.2	-14.8
COc1cccc(CNC(=O)N[C@@H](CC(C)C)C(=O)O)c1	3.6	-6.8	-2.8	-4.3	i	i	2.9	-2.1	7.6
O=C(NCCCN1CCCC1=O)c1ccc(Cl)c(S(=O)(=O)N2CCCCC2)c1	1.8	-1.1	3.5	-4.1	i	i	5.3	2.8	-15.7
O=C(/C=C/c1cccc([N+](=O)[O-])c1)NCc1cccnc1	-5.6	0.5	0.2	10.0	i	i	-4.1	-3.8	-13.9
Cc1ccccc1C(=O)NC(=S)Nc1cccc(NC(=O)C(C)C)c1	-5.9	32.6	0.7	-5.1	i	i	1.4	-1.6	12.2
CC1(C)C(O)=C(c2nc3ccccc3[nH]2)C(=N)N1c1ccccc1	-1.2	9.1	1.6	-8.1	+	i	.	-1.4	-10.7
CCCOc1ccc(/C=C/c2[nH]c(=O)[nH]c(=O)c2[N+](=O)[O-])cc1OCC	-2.1	-40.5	2.9	-4.9	i	i	-10.2	3.4	-0.1
CC(=O)c1c(C(C)=O)c(C)n(-c2ccc(C)c(NC(=O)c3ccccc3Cl)c2)c1C	-3.2	-5.6	2.9	2.6	i	i	5.6	-1.8	2.2
COc1ccc(S(=O)(=O)Nc2ccc3c(c2)OCO3)cc1C(=O)O	-3.3	-4.9	0.1	-6.2	i	i	3.8	-2.6	9.9
NC(=S)NNC(=O)c1cc(C(F)(F)F)cc(C(F)(F)F)c1	-0.7	-5.0	-0.5	-2.3	i	i	0.4	-4.0	10.6

(continued)
smiles	NadD block	PABP1 MLLE inh	Rin1-Abl PPI inh	FAS TE block	Neddyl block	Rpn11 block	MT1-MMP act inh	CSN inh	SKN-1 inh
CCN(CC(=O)NC1CCS(=O)(=O)C1)C(=O)/C=C/c1cccs1 (stereo not given)	0.2	-2.1	-2.5	-3.6	i	i	-1.7	7.0	8.8
Cc1c(C(N)=O)sc2ncn(CC(=O)NCCc3ccccc3)c(=O)c12	-2.2	-1.4	-4.2	-7.1	i	i	-6.9	-7.9	4.1
Cc1c(C(=O)NCc2ccco2)oc2c(F)cccc12	-4.6	5.2	1.9	6.4	i	i	-1.0	-2.9	-20.8
O=C(Cc1ccc(Cl)cc1)N/N=C/c1cccc(O)c1	-9.0	5.2	-0.5	-1.2	i	i	3.3	-5.8	13.8
C1=C2C[N+]3(CCCC3)CC2Cc2ccc3ccccc3c21 (stereo not given)	-0.4	7.2	-3.0	0.2	i	i	-6.3	-3.2	-3.3
COC(=O)CNC(=O)COC(=O)/C=C/c1cccs1	0.2	6.9	-2.7	-6.2	i	i	0.1	-0.7	2.5
CCOC(=O)c1sc2nc(C(C)C)c3c(c2c1N)CC(C)(C)OC3	-8.7	-0.1	-2.1	0.2	.	i	1.5	0.3	1.4
COc1cc(OC)cc(N2C(=O)CSCC2=O)c1	-2.4	10.8	-2.2	-5.6	i	i	-1.0	-2.9	-15.2
COc1ccc(-c2cccc(NS(=O)(=O)c3cccc([N+](=O)[O-])c3)c2)nn1	-0.6	-4.6	1.6	10.1	i	i	2.5	-0.7	7.1
Cc1ccc(C)c(OCCC(=O)OCC(=O)NCCNC(=O)COC(=O)CCOc2cc(C)ccc2C)c1	-12.0	-7.4	1.8	12.9	i	i	-2.6	1.5	-6.9

More records:
smiles	NadD block	PABP1 MLLE inh	Rin1-Abl PPI inh	FAS TE block	Neddyl block	Rpn11 block	MT1-MMP act inh	CSN inh	SKN-1 inh
CC1(C)Cc2c(cnn2-c2ccccc2)C(=O)/C1=N\NC(=O)c1ccncc1	-0.7	11.1	-1.8	-3.0	i	i	-2.3	2.9	-9.9
CCCCCOc1ccc(NC(=O)C(=O)NCC2CCCN2CC)cc1 (stereo not given)	-1.2	-7.3	1.9	-12.4	i	i	3.3	-1.8	8.7
C[C@H](NC(=O)C1CCN(S(=O)(=O)c2ccccc2)CC1)C(=O)NCc1ccccn1	6.4	-5.5	-2.2	-3.0	i	i	-2.0	5.3	9.1
CNC(=O)C(=O)Nc1ccc2c(c1)N(S(=O)(=O)c1cccs1)CCC2	-5.8	8.3	-1.0	-2.5	i	i	2.0	0.8	9.1
Cc1[nH]c2ccccc2c1/C=N/NC(=O)CNC(=O)c1cccs1	4.6	-14.0	-5.1	-10.4	i	i	4.3	-1.5	-16.7
CN(C)S(=O)(=O)c1ccc(NC(=S)NC(=O)C2CCC2)cc1	-3.3	6.4	1.1	-1.2	i	i	-2.7	2.0	-6.2
CCOC(=O)[C@]12CCC=C1N(Cc1cccc3ccccc13)C(=O)[C@H](CC(=O)NCCCCc1ccccc1)C2	-4.8	.	.	12.5	i	.	1.7	1.4	0.0
Cc1ccc(SC(C)C(=O)N2CCN(c3ccccc3)CC2)cc1 (stereo not given)	-7.5	1.8	1.1	5.7	i	i	-2.4	4.2	2.7
